NFkB SMM – binders of human NF-kappa-B p105; Small molecule microarray, anti-His fluorescence binding; calls only; 1.3% of 17,000 active; AID 624139;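 active = spot fluorescence over background significantly raised, with a chance value under 7% in all four replicate spots of the compound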;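 note: probe protein is his-tagged human p50 processed subunit at 1 µg/ml; raw spot fluorescence signals with no normalization applied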
Target sequence (P19838 1-433 limits assumed): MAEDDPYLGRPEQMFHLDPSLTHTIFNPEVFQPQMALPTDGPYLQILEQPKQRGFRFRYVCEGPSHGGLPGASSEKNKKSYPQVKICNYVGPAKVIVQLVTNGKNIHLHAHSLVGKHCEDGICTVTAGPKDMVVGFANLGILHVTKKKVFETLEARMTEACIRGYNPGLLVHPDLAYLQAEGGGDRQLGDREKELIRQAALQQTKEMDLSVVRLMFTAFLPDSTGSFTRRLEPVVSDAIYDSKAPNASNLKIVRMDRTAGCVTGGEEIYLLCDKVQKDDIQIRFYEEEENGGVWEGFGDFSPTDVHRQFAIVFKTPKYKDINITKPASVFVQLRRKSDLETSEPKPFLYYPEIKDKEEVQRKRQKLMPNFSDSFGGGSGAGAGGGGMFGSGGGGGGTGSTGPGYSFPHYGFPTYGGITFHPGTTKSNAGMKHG
Calls only.

Results for CCO[C@H]1OC(C(=O)Nc2ccccc2)=C[C@@H](c2coc3ccccc3c2=O)[C@@H]1CCCO ?
NFkB SMM: inactive

Results for COc1ccc(S(=O)(=O)Nc2cccc3c2O[C@@H](CN(C)S(=O)(=O)c2ccc(F)cc2)[C@@H](C)CN([C@H](C)CO)C3=O)cc1 ?
NFkB SMM: inactive

What do the screens show for `C[C@H](CO)N1C[C@H](C)[C@@H](CN(C)C(=O)Nc2ccc3c(c2)OCO3)OCc2cn(nn2)CCCC1=O`?
NFkB SMM: inactive

What do the screens show for `COc1ccc(S(=O)(=O)Nc2cccc3c2O[C@@H](CN(C)Cc2ccc(C(F)(F)F)cc2)[C@@H](C)CN([C@H](C)CO)C3=O)cc1`?
NFkB SMM: inactive

Results for O=C(C1=C[C@H](c2csc3ccccc23)C[C@H](OCc2ccc(CO)cc2)O1)N1CCCCC1 ?
NFkB SMM: inactive

How did C[C@@H]1CN([C@H](C)CO)C(=O)c2cccc(NS(=O)(=O)c3cccs3)c2O[C@H]1CN(C)C(=O)NC1CCCCC1 do in these assays?
NFkB SMM: inactive

How did Cc1noc(C)c1NC(=O)Nc1ccc2c(c1)C(=O)N([C@H](C)CO)C[C@@H](C)[C@H](CN(C)CC1CCCCC1)O2 do in these assays?
NFkB SMM: inactive

Results for c1ccc(N2CCN(Cc3nc4ccccc4[nH]3)CC2)nc1 ?
NFkB SMM: inactive

How did O=c1c2ccccc2nc(CSc2nnnn2-c2ccccc2)n1-c1ccccc1Cl do in these assays?
NFkB SMM: inactive

How did C[C@H](CO)N1C[C@H](C)[C@@H](CN(C)Cc2ccc(Cl)c(Cl)c2)Oc2ccc(NC(=O)Cc3ccccc3)cc2CC1=O do in these assays?
NFkB SMM: inactive

How did Cc1noc(C)c1S(=O)(=O)N(C)C[C@@H]1OCCCC[C@H](C)Oc2ccc(NS(C)(=O)=O)cc2C(=O)N([C@H](C)CO)C[C@H]1C do in these assays?
NFkB SMM: inactive

Results for CCOC(=O)[C@H](CCc1ccccc1)N[C@@H](C)C(=O)N1C(C(=O)O)C[C@@H]2CCC[C@@H]21 (stereo not given in full) ?
NFkB SMM: inactive

Filtered by structure: the compounds so far containing an aryl methoxy group (2)
Results for COc1ccc(S(=O)(=O)Nc2cccc3c2O[C@@H](CN(C)S(=O)(=O)c2ccc(F)cc2)[C@@H](C)CN([C@H](C)CO)C3=O)cc1 ?
NFkB SMM: inactive

What do the screens show for `COc1ccc(S(=O)(=O)Nc2cccc3c2O[C@@H](CN(C)Cc2ccc(C(F)(F)F)cc2)[C@@H](C)CN([C@H](C)CO)C3=O)cc1`?
NFkB SMM: inactive

The listing continues.
How did C=C(C)C1Cc2cc(C(C)=O)ccc2O1 (stereo not given) do in these assays?
NFkB SMM: inactive

How did COC(=O)c1ccccc1NC(=O)c1cc(-c2ccccn2)nc2c(C)c(Cl)ccc12 do in these assays?
NFkB SMM: inactive

How did C[C@@H]1CN([C@H](C)CO)C(=O)Cc2cc(NC(=O)Cc3cn(C)c4ccccc34)ccc2O[C@H]1CN(C)S(=O)(=O)c1cn(C)cn1 do in these assays?
NFkB SMM: inactive

What do the screens show for `C[C@H]1CN([C@@H](C)CO)C(=O)c2cccc(NC(=O)c3ccncc3)c2O[C@H]1CN(C)S(=O)(=O)c1cn(C)cn1`?
NFkB SMM: inactive

What do the screens show for `O=C(O)[C@H]1O[C@@H](Oc2cc(O)c3c(=O)c(-c4ccc(O)cc4)coc3c2)[C@H](O)[C@@H](O)[C@@H]1O`?
NFkB SMM: inactive

Results for CC(=O)n1cc([C@@H]2C=C(C(=O)N3CCCCCCC3)O[C@H](OCc3ccc(CO)cc3)C2)c2ccccc21 ?
NFkB SMM: inactive

How did COc1ccc(CN(C)C[C@H]2Oc3ccc(NC(=O)Cc4ccccc4)cc3C(=O)N([C@H](C)CO)C[C@H]2C)cc1 do in these assays?
NFkB SMM: inactive

How did COc1ccc(S(=O)(=O)N(CC(N)=O)C2CCCCC2)cc1OC do in these assays?
NFkB SMM: inactive

How did COc1cc(NC(=O)CN2c3cccc4cccc(c34)S2(=O)=O)cc(OC)c1OC do in these assays?
NFkB SMM: inactive

Results for C=C1C(=C/C=C2\CCC[C@]3(C)[C@@H]([C@H](C)/C=C/[C@@H](O)C4CC4)CC[C@@H]23)C[C@@H](O)C[C@@H]1O ?
NFkB SMM: inactive

How did C[C@@H]1CN([C@@H](C)CO)C(=O)Cc2cc(NC(=O)NC3CCCCC3)ccc2O[C@@H]1CN(C)S(=O)(=O)c1cccs1 do in these assays?
NFkB SMM: inactive

How did C[C@H](CO)N1C[C@H](C)[C@@H](CN(C)CC2CC2)Oc2ccc(NC(=O)Cc3ccccc3)cc2C1=O do in these assays?
NFkB SMM: inactive

Results for C[C@H](CO)N1C[C@H](C)[C@@H](CN(C)C(=O)Nc2cccc3ccccc23)Oc2ccc(NS(=O)(=O)c3ccccc3)cc2C1=O ?
NFkB SMM: inactive

Results for C[C@@H]1CN([C@H](C)CO)C(=O)Cc2cc(NC(=O)C3CC3)ccc2O[C@H]1CN(C)C(=O)Nc1ccccc1 ?
NFkB SMM: inactive

Results for C[C@H](CO)N1C[C@H](C)[C@@H](CN(C)Cc2ccccc2)OCCCC[C@H](C)Oc2ccc(NC(=O)CCC(F)(F)F)cc2C1=O ?
NFkB SMM: inactive

Results for COC(=O)c1cc(Br)ccc1NC(=O)COc1ccc(C(C)(C)C)cc1 ?
NFkB SMM: inactive

Results for Cc1noc(C)c1S(=O)(=O)Nc1ccc2c(c1)C(=O)N([C@H](C)CO)C[C@H](C)[C@H](CN(C)C)O2 ?
NFkB SMM: inactive

What do the screens show for `CNC[C@@H]1Oc2c(NC(=O)c3cnccn3)cccc2C(=O)N([C@H](C)CO)C[C@@H]1C`?
NFkB SMM: inactive

What do the screens show for `CC(=O)O[C@@H]1[C@@H](OC(=O)/C=C/c2ccccc2)[C@@H](OC(C)=O)[C@H](O[C@H]2[C@@H]3C=CO[C@@H](O[C@@H]4O[C@H](CO)[C@@H](O)[C@H](O)[C@H]4O)[C@@H]3[C@@]3(CO)O[C@@H]23)O[C@H]1C`?
NFkB SMM: inactive

How did CCNc1nc(Oc2ccc(=O)[nH]n2)nc(SC)n1 do in these assays?
NFkB SMM: inactive

How did C[C@H](CO)N1C[C@H](C)[C@@H](CN(C)C(=O)Nc2cccc3ccccc23)Oc2ccc(NC(=O)NC3CCCCC3)cc2C1=O do in these assays?
NFkB SMM: inactive

What do the screens show for `C[C@H](CO)N1C[C@H](C)[C@H](CN(C)C)Oc2c(NS(=O)(=O)c3ccccc3)cccc2C1=O`?
NFkB SMM: inactive

Results for CNC[C@@H]1Oc2ccc(NC(=O)Cc3ccccc3)cc2C(=O)N([C@@H](C)CO)C[C@H]1C ?
NFkB SMM: inactive

Results for COc1ccc(S(=O)(=O)N(C)C[C@H]2Oc3ccc(NC(=O)Nc4c(C)noc4C)cc3CC(=O)N([C@H](C)CO)C[C@H]2C)cc1 ?
NFkB SMM: inactive

How did C[C@@H]1CN([C@@H](C)CO)C(=O)c2cccc(N(C)C)c2O[C@H]1CN(C)C(=O)Nc1ccc(C(F)(F)F)cc1 do in these assays?
NFkB SMM: inactive

How did C[C@@H]1CN([C@H](C)CO)C(=O)Cc2cc(NS(=O)(=O)c3ccc(Cl)cc3)ccc2O[C@@H]1CN(C)C(=O)Nc1ccc(F)cc1 do in these assays?
NFkB SMM: inactive

What do the screens show for `COc1ccc(S(=O)(=O)Nc2ccc3c(c2)CC(=O)N([C@H](C)CO)C[C@@H](C)[C@H](CN(C)Cc2ccc(C(F)(F)F)cc2)O3)cc1`?
NFkB SMM: inactive

What do the screens show for `C[C@@H]1CN([C@@H](C)CO)C(=O)c2cc(NC(=O)Cn3cnnn3)ccc2O[C@H]1CN(C)S(=O)(=O)c1cccs1`?
NFkB SMM: inactive

What do the screens show for `COc1ccc(CN(C)C[C@@H]2Oc3ccc(NC(=O)Cc4ccccc4)cc3C(=O)N([C@@H](C)CO)C[C@@H]2C)cc1`?
NFkB SMM: inactive

Results for CNC[C@@H]1OCc2cnnn2CCCC(=O)N([C@H](C)CO)C[C@@H]1C ?
NFkB SMM: inactive

What do the screens show for `C[C@@H]1CN([C@H](C)CO)C(=O)Cc2cc(NC(=O)NC3CCCCC3)ccc2O[C@H]1CN(C)Cc1ccccc1`?
NFkB SMM: inactive

Results for COC(=O)C1=C/c2ccccc2C(C2CC2)N(C)/C=C\1C(=O)OC (stereo not given) ?
NFkB SMM: inactive

How did CC(=O)NNC(=O)N1Cc2ccccc2Oc2ccc(Cl)cc21 do in these assays?
NFkB SMM: inactive

How did CC(C)NC(=O)N(C)C[C@H]1Oc2ccc(NS(=O)(=O)c3cn(C)cn3)cc2CC(=O)N([C@H](C)CO)C[C@H]1C do in these assays?
NFkB SMM: inactive

What do the screens show for `NC(=O)c1ccccc1NC(=O)COc1cc(Cl)c(Cl)cc1Cl`?
NFkB SMM: inactive

Results for COCCOC(=O)N1C(=O)[C@@]2(c3ccccc31)[C@H](C(N)=O)[C@H]1C(=O)O[C@H](c3ccccc3)[C@H](c3ccccc3)N1[C@@H]2c1ccc(O)cc1 ?
NFkB SMM: inactive

What do the screens show for `COC(=O)c1cc(C)cc(O)c1C(=O)c1c(O)cccc1O`?
NFkB SMM: inactive

What do the screens show for `COC(=O)Cc1c(C)c2cc(Cl)c(OC(C)C(C)=O)cc2oc1=O` (stereo not given)?
NFkB SMM: inactive

Results for C[C@@H]1CN([C@H](C)CO)C(=O)c2cc(NC(=O)Nc3ccccc3)ccc2O[C@@H]1CN(C)C(=O)Nc1ccccc1 ?
NFkB SMM: inactive

Results for C[C@@H]1CN([C@@H](C)CO)C(=O)c2cc(NS(C)(=O)=O)ccc2O[C@@H](C)CCCCO[C@@H]1CN(C)C(=O)c1ccccc1 ?
NFkB SMM: inactive

How did Cc1noc(C)c1NC(=O)Nc1cccc2c1O[C@@H](CN(C)CC1CC1)[C@H](C)CN([C@@H](C)CO)C2=O do in these assays?
NFkB SMM: inactive

What do the screens show for `C[C@H](CO)N1C[C@H](C)[C@H](CN(C)Cc2ccc(C(F)(F)F)cc2)Oc2ccc(NC(=O)C3CC3)cc2CC1=O`?
NFkB SMM: inactive

Results for Cc1noc(C)c1NC(=O)Nc1cccc2c1O[C@H](CN(C)CC1CC1)[C@H](C)CN([C@H](C)CO)C2=O ?
NFkB SMM: inactive

How did COc1ccc(NC(=O)Nc2ccc3c(c2)C(=O)N([C@@H](C)CO)C[C@H](C)[C@@H](CN(C)C)O3)cc1 do in these assays?
NFkB SMM: inactive

How did CC(C)NC(=O)N(C)C[C@@H]1OCCCC[C@@H](C)Oc2ccc(NS(C)(=O)=O)cc2C(=O)N([C@@H](C)CO)C[C@H]1C do in these assays?
NFkB SMM: inactive

What do the screens show for `C[C@H]1CN([C@@H](C)CO)C(=O)c2cc(NC(=O)NC3CCCCC3)ccc2O[C@H]1CN(C)C(=O)NC1CCCCC1`?
NFkB SMM: inactive

How did C[C@H](NC[C@H](O)CP(=O)(O)CC1CCCCC1)c1ccc(Cl)c(Cl)c1 do in these assays?
NFkB SMM: inactive

How did CC(C)C1NC(=O)/C(=C/c2cnc[nH]2)NC1=O (stereo not given) do in these assays?
NFkB SMM: inactive

Part of the list above in order of length of the SMILES, falling.
Results for C[C@@H]1CN([C@H](C)CO)C(=O)c2cc(NC(=O)Nc3ccccc3)ccc2O[C@@H]1CN(C)C(=O)Nc1ccccc1 ?
NFkB SMM: inactive

How did COc1ccc(NC(=O)Nc2ccc3c(c2)C(=O)N([C@@H](C)CO)C[C@H](C)[C@@H](CN(C)C)O3)cc1 do in these assays?
NFkB SMM: inactive

Results for Cc1noc(C)c1NC(=O)Nc1cccc2c1O[C@H](CN(C)CC1CC1)[C@H](C)CN([C@H](C)CO)C2=O ?
NFkB SMM: inactive

What do the screens show for `COC(=O)Cc1c(C)c2cc(Cl)c(OC(C)C(C)=O)cc2oc1=O` (stereo not given)?
NFkB SMM: inactive

How did CC(C)C1NC(=O)/C(=C/c2cnc[nH]2)NC1=O (stereo not given) do in these assays?
NFkB SMM: inactive

(next part)
What do the screens show for `CNC[C@@H]1Oc2ccc(NC(=O)Nc3ccc(F)cc3)cc2C(=O)N([C@@H](C)CO)C[C@H]1C`?
NFkB SMM: inactive

Results for CCCCC[C@@H](O)CC(=O)CCc1ccc(O)c(OC)c1 ?
NFkB SMM: inactive

What do the screens show for `COc1ccc(S(=O)(=O)Nc2cccc3c2O[C@@H](CN(C)Cc2ccncc2)[C@H](C)CN([C@H](C)CO)C3=O)cc1`?
NFkB SMM: inactive

How did COc1cc(CO)ccc1OC(C)=O do in these assays?
NFkB SMM: inactive

How did COc1ccc(CN(C)C[C@@H]2Oc3ccc(NC(=O)Cn4cnnn4)cc3C(=O)N([C@@H](C)CO)C[C@H]2C)cc1 do in these assays?
NFkB SMM: inactive

How did NC(=O)c1ccc(-n2c(CCC(=O)O)ccc2-c2ccccc2)cc1 do in these assays?
NFkB SMM: inactive

Results for CN1C(=O)c2ccccc2NC(=O)/C1=C\c1ccccc1 ?
NFkB SMM: inactive

How did COc1cc2ccc(=O)oc2cc1OCC=C(C)C do in these assays?
NFkB SMM: inactive

How did C[C@H]1CN([C@@H](C)CO)C(=O)c2cccc(NC(=O)C3CCOCC3)c2O[C@H]1CN(C)C(=O)Nc1ccc(F)cc1 do in these assays?
NFkB SMM: inactive

Results for C[C@@H]1CN([C@H](C)CO)C(=O)Cc2cc(NC(=O)Cc3cn(C)c4ccccc34)ccc2O[C@@H]1CN(C)Cc1ccc(C(F)(F)F)cc1 ?
NFkB SMM: inactive

What do the screens show for `C[C@@H]1CN([C@@H](C)CO)C(=O)c2cccc(NC(=O)NC3CCCCC3)c2O[C@H]1CN(C)Cc1ccc(C(=O)O)cc1`?
NFkB SMM: inactive

How did C[C@@H]1CN([C@H](C)CO)C(=O)Cc2cc(NC(=O)Cn3cnnn3)ccc2O[C@@H]1CN(C)C(=O)Nc1ccccc1 do in these assays?
NFkB SMM: inactive

How did CC1(C)CC[C@@]2(C(=O)O)C(C1)C1=CCC3[C@@]4(C)CC[C@H](O[C@@H]5O[C@H](C(=O)O)[C@@H](O[C@H]6OC[C@](O)(CO)[C@H]6O)[C@H](O)[C@H]5O)C(C)(C)C4CC[C@@]3(C)[C@]1(C)C[C@H]2O (stereo not given in full) do in these assays?
NFkB SMM: inactive

What do the screens show for `C[C@H]1CN([C@@H](C)CO)C(=O)c2cc(NC(=O)C3CCCCC3)ccc2O[C@@H]1CN(C)C(=O)Nc1ccc2c(c1)OCO2`?
NFkB SMM: inactive

Not all compounds are listed; rates above refer to the full screens.
